# Source: PubChem BioAssay
# HIV Rev-RRE inh – HIV-1 Rev-RRE binding inhibitors, primary screen, biochemical, FRET, protein-RNA interaction | P05866 | Rev peptide-RRE RNA binding | inhibition, % at 8 µM | 97,000 tested, 0.79% active;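 active = inhibition above the screen-wide mean plus 3 SD, cut at about 35% in these data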;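 note: 0% = median DMSO wells and 100% = median Neomycin B control wells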
# Target sequence (P05866 whole entry, looked up): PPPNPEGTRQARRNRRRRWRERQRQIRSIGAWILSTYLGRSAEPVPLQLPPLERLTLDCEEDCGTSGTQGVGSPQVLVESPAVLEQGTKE
#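 Test system: Cy5-tagged RRE RNA duplex with fluorescein-tagged Rev peptide; Probe or stimulus: labelled Rev peptide; Schedule: 5 min preincubation and 15 min binding, 25 °C; Signal: FRET fluorescence readout; Evaluation: % inhibition from 671/540 nm acceptor-to-donor ratio, scaled between controls; Control set: DMSO and neomycin B.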
# Pyk2 oligo antag – antagonists of Pyk2 self-association, primary screen, Q293 cells, FERM NanoBiT luminescence, HTS. stronger effect = lower value. 99,000 tested, 0.83% active. z-score (the deposit names both 25 µM and 10 µM);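 active = Z-score of -3 or lower, scaled per plate to the spread of control and sample wells; inactive = z-score above -3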;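 note: negative z-score means lost luminescence so less FERM oligomerization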
# FAK blocker – FAK kinase inhibitors, primary screen, biochemical; Focal adhesion kinase 1 (Homo sapiens), Q05397; inhibition, %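 (tested at 7 µM)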; AID 727, 2007; biochemical FAK kinase activity assay; 97,000 tested, 0.84% active; in the data active = inhibition above about 19%;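 note: 0% = DMSO and 100% = reference compound high control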
# PTPN22 act – LYP phosphatase activators, primary screen, biochemical, DiFMUP fluorescence, 2 µM. recombinant LYP; 0 = plate median, 100 = signal doubled. activation, % at 2 µM. 96,000 tested, 0.11% active. AID 697, 2007;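 active = activation at 2 µM above a set limit, the mean plus 5 SD, cut at about 37% in these data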
# Target sequence (Q9Y2R2 whole entry, looked up): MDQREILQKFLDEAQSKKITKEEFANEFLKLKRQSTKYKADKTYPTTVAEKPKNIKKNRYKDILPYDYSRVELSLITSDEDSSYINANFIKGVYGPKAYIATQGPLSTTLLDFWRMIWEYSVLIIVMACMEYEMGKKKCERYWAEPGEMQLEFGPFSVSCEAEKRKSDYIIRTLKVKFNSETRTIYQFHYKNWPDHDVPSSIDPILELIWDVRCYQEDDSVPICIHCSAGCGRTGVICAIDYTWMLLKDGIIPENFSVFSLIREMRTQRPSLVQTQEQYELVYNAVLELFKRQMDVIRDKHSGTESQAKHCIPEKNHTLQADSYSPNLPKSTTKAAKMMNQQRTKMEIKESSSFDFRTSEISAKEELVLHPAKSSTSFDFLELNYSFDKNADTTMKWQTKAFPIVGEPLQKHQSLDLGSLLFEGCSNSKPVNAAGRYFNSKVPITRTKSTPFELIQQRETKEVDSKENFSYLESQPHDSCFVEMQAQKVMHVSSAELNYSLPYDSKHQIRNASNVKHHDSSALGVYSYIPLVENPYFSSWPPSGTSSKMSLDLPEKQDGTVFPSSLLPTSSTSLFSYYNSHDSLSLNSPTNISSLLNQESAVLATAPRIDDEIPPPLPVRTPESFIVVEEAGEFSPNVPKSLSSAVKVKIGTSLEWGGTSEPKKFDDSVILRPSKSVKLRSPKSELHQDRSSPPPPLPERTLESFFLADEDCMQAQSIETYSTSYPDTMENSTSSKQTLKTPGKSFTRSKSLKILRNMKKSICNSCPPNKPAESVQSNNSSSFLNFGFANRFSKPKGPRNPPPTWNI
# PLK1 kinase inh – human PLK1 kinase inhibitors, primary screen, biochemical, TR-FRET. Serine/threonine-protein kinase PLK1 (Homo sapiens), P53350. recombinant PLK1 kinase, TR-FRET peptide phosphorylation. inhibition, % at 10 µM. 97,000 tested, 0.53% active;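 active = inhibition of 50% or more in the single-concentration screen; inactive = inhibition below 50%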;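 note: 0% = DMSO max control and 100% = H-89 dihydrochloride min control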
# EphB4 ephrin blk – EphB4-ephrin-B2 interaction antagonists, primary screen, biochemical, TNYL-RAW peptide probe, fluorescence polarization; Ephrin type-B receptor 4 (Homo sapiens), P54760; EphB4 LBD / TNYL-RAW-Alexa532 peptide; inhibition, % at 7 µM; 97,000 tested, 0.15% active;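 active = inhibition above the screen-wide mean inhibition plus 3 SD, cut at about 15% in these data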;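 note: 0% = DMSO wells and 100% = excess unlabeled TNYL-RAW peptide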
# Plk1 PBD FP – Plk1 polo box domain binding inhibitors, primary screen, biochemical, fluorescence polarization. inhibition, %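 (tested at about 20 µM)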. Serine/threonine-protein kinase PLK1 (Homo sapiens), P53350. 97,000 tested, 0.13% active. AID 693, 2007. Plk1 PBD phosphopeptide binding; in the data active = inhibition above about 34%, passing the limit was not always enough
# LYP inh 2 – PTPN22 phosphatase inhibitors, primary screen, biochemical, DiFMUP fluorescence, 2 µM; AID 640, 2007; 96,000 tested, 0.21% active; inhibition, % at 2 µM; Tyrosine-protein phosphatase non-receptor type 22 (Homo sapiens), Q9Y2R2; recombinant LYP catalytic domain;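 active = inhibition at 2 µM at or above a set limit, the screen mean plus 3 SD, cut at about 24% in these data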;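 note: 0% = DMSO with enzyme and 100% = enzyme fully blocked by orthovanadate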
# cytoskel mod – modifiers of F-actin cytoskeleton organization, primary screen, imaging, HUVEC, phalloidin staining, high-content imaging; inhibition, % at 2 µM; HUVEC TNFa F-actin phalloidin imaging; 91,000 tested, 0.18% active; AID 836, 2007;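 active = inhibition above the batch mean plus 3 SD and confirmed as a hit by visual image inspection, cut at about 30% in these data, passing the limit was not always enough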; note: strong numbers were not always called active
# An asterisk follows results filed as active; i = inactive; / = not tested or not shown.
HIV Rev-RRE inh	Pyk2 oligo antag	FAK blocker	PTPN22 act	PLK1 kinase inh	EphB4 ephrin blk	compound	Plk1 PBD FP	LYP inh 2	cytoskel mod
6	1.1	-3	6	-9	2	Cc1nn(CCO)c(C)c1Oc1ccccc1O	-1	-10	33
-5	-0.57	-4	10	-14	-3	O=C(CN1CCCC1)Nc1ccc(Oc2ccc(NC(=O)CN3CCCC3)cc2)cc1	15	-9	-12
6	-2	-1	16	9	-5	O=c1c2ccccc2nc(SCc2cn3ccsc3n2)n1-c1ccccc1	15	-19	13
9	0.11	0	6	-4	7	CC(C)OCC(O)CSc1ccccn1 (stereo not given)	-1	-7	52
-4	-0.59	-4	2	-7	-2	CCC(NC(=O)c1ccccc1NC(=O)c1ccco1)C(=O)NC1CCCCC1 (stereo not given)	23	-4	-11
18	-2.6	1	3	-7	4	CC(C)COc1ccc(/C(=N/O)c2ccccc2)cc1	-28	-2	12
-5	-0.52	-3	2	-2	-8	Cc1ccc(Cc2cnc(NC(=O)/C(C#N)=C/c3ccc(-c4ccc([N+](=O)[O-])cc4)o3)s2)cc1	-20	-4	-2
8	-0.55	0	-2	-4	4	CC(NC(=O)Cn1nc(C(F)(F)F)c2c1CCC2)c1ccccc1 (stereo not given)	-3	3	-10
7	-0.15	-2	1	-10	5	Nc1c(-c2cccs2)cnn1-c1nc(-c2ccc(Cl)cc2Cl)cs1	8	2	-8
5	-0.41	-2	7	-6	-6	CC(C)NC(=O)c1ccc(N2CCOCC2)nc1	-17	-6	5
6	0.65	0	-2	-9	3	CN1C(=O)CSc2ccc(NC(=O)N3CCOCC3)cc21	2	4	6
7	-0.56	2	-4	-3	5	O=C(c1cccnc1NCc1ccccc1)N1CCOCC1	-8	7	-23
-2	1.6	0	4	-8	-1	CC1CCCCN1CCNC(=O)c1ccc2c(=O)n(CCc3ccccc3)c(=O)[nH]c2c1 (stereo not given)	-20	-6	10
5	-0.33	0	-15	-3	7	CCOc1ccc(N(C(C)C(=O)N/N=C(\C)c2cccc(NC(=O)c3ccccc3)c2)S(C)(=O)=O)cc1 (stereo not given)	-8	18	-5
0	-0.12	0	5	-9	0	Cc1ccc(C(=O)c2oc3ccccc3c2N)cc1	-7	-5	-5
3	-0.27	-5	-18	-4	4	Cc1ccc(-c2ccc(=O)n(CC(=O)N3CCN(c4cc(Cl)ccc4C)CC3)n2)cc1	3	20	22
11	-0.89	5	5	-7	5	CN1CCN(C(=O)c2cccc(COc3cc(Cl)ccc3Cl)c2)CC1	0	-4	-12
5	0.08	0	11	8	-7	Nn1c(SCC(=O)N2CCCc3ccccc32)nnc1-c1ccccc1	-3	-14	5
6	-0.64	0	4	-12	4	COc1ccc(S(=O)(=O)N2CCC(NC(=O)Nc3ccc(C)cc3)CC2)cc1	-20	-4	8
5	0.56	9	0	-6	-1	CCc1nc(NCC2CCCO2)c2oc3ccccc3c2n1 (stereo not given)	-27	-1	22
-2	0.63	0	2	-11	2	COC(=O)c1ccc(N2C(=O)CC(NCc3ccccc3)C2=O)cc1 (stereo not given)	16	1	17
1	-0.96	4	11	-13	-9	COC(=O)c1cc(C(=O)Nc2ccc(C)cn2)cc([N+](=O)[O-])c1	10	-14	-21
-2	2.7	-5	0	0	-2	Cc1nn(C(C)c2n[nH]c(=S)n2-c2ccc(F)cc2)c(C)c1[N+](=O)[O-] (stereo not given)	-24	-2	-13
-3	-1.2	6	-5	-7	8	Cc1ccc2c(c1)cc(CN(Cc1ccco1)C(=O)COc1ccccc1)c1nnnn12	-22	8	18
12	0.13	1	7	-11	-1	COc1ccc(-c2cc(C(=O)Nc3ccc(C)cc3)no2)cc1	-1	-5	19
0	-0.14	1	0	-12	-6	O=C(OCc1c(Cl)cccc1Cl)c1ccccn1	-12	-1	-11
2	3.2	-3	17	-10	-3	COC(=O)CSc1nnc(-c2ccc(S(=O)(=O)N3CCCCC3)cc2)o1	29	-18	-12
10	0.24	-4	9	-1	3	O=C1CC(N2CCN(c3ccccc3Cl)CC2)C(=O)N1c1ccc(F)cc1 (stereo not given)	-17	-7	4
-4	-0.48	2	10	-8	0	CCOc1ccc(C(=S)N2CCCC2)cc1	3	-11	-4
3	/	0	-11	-5	-1	CC(C)(C)n1ncc2c(=O)n(CC(=O)N3CCN(c4ccccc4)CC3)cnc21	4	9	7
-3	-1.2	-2	7	-1	-1	COc1ccc(C2=Nn3c(nnc3-c3ccccc3)SC2)cc1OC	-5	-8	14
1	-2.7	-1	-13	-9	-6	CC(=O)N1CCN(c2ccccc2NC(=O)COc2cc(C)ccc2C(C)C)CC1	-4	13	2
5	-1.1	3	-4	-11	-1	COC(=O)c1ccc(CSc2nnc(Nc3ccc(C)cc3)s2)o1	-5	3	-12
1	0.62	-6	2	0	1	O=C(CN1CCOc2ccccc21)NCc1cccs1	14	-5	35
6	/	-1	4	-4	0	CN(CCC#N)C(=O)Cn1nc(Cc2ccncc2)c2ccccc2c1=O	14	-7	0
1	0.49	-1	4	-9	-7	COC(=O)C(NC(=O)c1ccccc1)(Nc1cc(C)cc(C)n1)C(F)(F)F (stereo not given)	3	-8	8
3	-1.3	-6	-1	3	-3	CCCC1=C(C(=O)OCC)C(c2ccc(N(C)C)cc2)n2ncnc2N1 (stereo not given)	19	0	-63
9	-0.7	5	-6	1	1	Cc1cccc(-c2nc(C#N)c(N3CCCCCC3)o2)c1	-10	2	14
4	-0.28	0	-15	-11	2	CCn1c(COc2ccc(=O)n(-c3ccccc3)n2)nnc1SCc1ccc(C)cc1	-6	17	17
4	-0.45	1	6	-3	4	C=CCn1c(SCC(=O)NC2CCCCC2)nnc1-c1sc(N)nc1C	4	-4	-1
4	-1	3	4	10	4	CON(c1nc(N(C)C)nc(N(C)C)n1)S(=O)(=O)c1ccccc1Cl	2	0	32
2	-1.2	-1	3	-6	2	CCCC(CCC)n1[nH]c(=O)c2c(C)cc(C)nc21	3	-6	20
9	1.1	-1	11	-8	2	Cc1noc(C)c1COC(=O)Cc1ccc(Cl)c(Cl)c1	-5	-11	-14
6	-3.2*	15	-13	-13	6	COc1ccccc1-c1nnc(SCC(=O)Nc2nc(-c3ccccc3)cs2)n1C	-30	12	-1
10	-2.5	2	2	-10	0	O=C(Nc1cccc(O)c1)c1noc2c1CCc1ccccc1-2	18	-3	22
4	-0.38	2	3	-8	3	CC1=C(C(=O)OC(C)C)C(c2ccc(C)o2)NC(=O)N1 (stereo not given)	-4	-2	12
3	-0.91	-1	-4	-6	2	O=C(Nc1ccccc1)c1ccccc1CC[N+](=O)[O-]	-5	8	-20
-2	-1.1	0	23	-7	2	FC(F)Sc1ccc(NC(=S)NC2CCCCC2)cc1	-8	-22	7

# Arranged by SMILES length (lowest first): twelve of the compounds above.
HIV Rev-RRE inh	Pyk2 oligo antag	FAK blocker	PTPN22 act	PLK1 kinase inh	EphB4 ephrin blk	compound	Plk1 PBD FP	LYP inh 2	cytoskel mod
1	0.62	-6	2	0	1	O=C(CN1CCOc2ccccc21)NCc1cccs1	14	-5	35
-2	-1.1	0	23	-7	2	FC(F)Sc1ccc(NC(=S)NC2CCCCC2)cc1	-8	-22	7
9	-0.7	5	-6	1	1	Cc1cccc(-c2nc(C#N)c(N3CCCCCC3)o2)c1	-10	2	14
3	-0.91	-1	-4	-6	2	O=C(Nc1ccccc1)c1ccccc1CC[N+](=O)[O-]	-5	8	-20
10	-2.5	2	2	-10	0	O=C(Nc1cccc(O)c1)c1noc2c1CCc1ccccc1-2	18	-3	22
4	-0.38	2	3	-8	3	CC1=C(C(=O)OC(C)C)C(c2ccc(C)o2)NC(=O)N1 (stereo not given)	-4	-2	12
4	-0.45	1	6	-3	4	C=CCn1c(SCC(=O)NC2CCCCC2)nnc1-c1sc(N)nc1C	4	-4	-1
6	/	-1	4	-4	0	CN(CCC#N)C(=O)Cn1nc(Cc2ccncc2)c2ccccc2c1=O	14	-7	0
3	-1.3	-6	-1	3	-3	CCCC1=C(C(=O)OCC)C(c2ccc(N(C)C)cc2)n2ncnc2N1 (stereo not given)	19	0	-63
4	-1	3	4	10	4	CON(c1nc(N(C)C)nc(N(C)C)n1)S(=O)(=O)c1ccccc1Cl	2	0	32
6	-3.2*	15	-13	-13	6	COc1ccccc1-c1nnc(SCC(=O)Nc2nc(-c3ccccc3)cs2)n1C	-30	12	-1
4	-0.28	0	-15	-11	2	CCn1c(COc2ccc(=O)n(-c3ccccc3)n2)nnc1SCc1ccc(C)cc1	-6	17	17

# Further compounds:
HIV Rev-RRE inh	Pyk2 oligo antag	FAK blocker	PTPN22 act	PLK1 kinase inh	EphB4 ephrin blk	compound	Plk1 PBD FP	LYP inh 2	cytoskel mod
6	-0.08	-7	13	-7	3	COc1ccccc1C(CC(N)=O)c1ccco1 (stereo not given)	i	-16	-23
4	0.31	0	10	14	-2	N#C/C(=C\c1ccccc1)C(=O)NC(=O)Oc1ccccc1	-7	-10	10
3	0.88	-3	-6	-5	6	Cn1cnc2cc(NS(=O)(=O)c3ccc(Br)cc3)ccc21	16	4	18
5	-1	3	-5	-15	4	CS(=O)(=O)N(Cc1ccc(Cl)cc1)c1ccc(C(=O)Nc2cccnc2)cc1	-4	8	42
10	/	-4	-1	-2	5	Cc1cccc(N2CCN(C(=O)C3CCN(S(=O)(=O)c4cccnc4)CC3)CC2)c1C	-2	-2	10
22	-0.3	9	19	1	-2	O=C(OCC(F)(F)C(F)F)c1ccccc1C(=O)Oc1ccc(F)cc1F	-7	-21	-24
9	0.5	-2	-2	15	-2	Cc1ccc(C(=O)ONc2ccc(N=O)cc2)cc1	-1	7	-13
11	1	-4	0	6	-2	OC(COCc1ccco1)CN1CCN(C(c2ccccc2)c2ccccc2)CC1 (stereo not given)	23	1	2
18	-2.1	-3	-3	-3	6	CCOC(=O)c1ccccc1NS(=O)(=O)c1ccc(OC)cc1	-11	4	-13
8	-2.9	0	-5	-5	-4	Cc1nc(-c2c(-c3ccc(O)cc3O)noc2C(F)(F)F)cs1	-10	2	-19
4	0.49	17	-23	-6	-1	Cc1oc(-c2ccc(Cl)cc2)cc1-c1nn2c(-c3ccoc3C)nnc2s1	8	23	0
5	-0.18	2	9	0	4	CCC(=O)c1ccc(OC(=O)c2cccs2)cc1	-1	-7	3
6	-0.31	4	-9	-20	6	CCN(CC)C(=O)c1c[nH]c2ccc(S(=O)(=O)Nc3cc(C)cc(C)c3)cc2c1=O	-21	6	-7
8	2.9	3	-8	-17	-8	O=C(NC1CCCCC1)C1CCCN1C(=O)NCc1ccccc1 (stereo not given)	-5	11	-1

# Rows are unselected. Share with any hit: about 3.5%.
